Giardia killer: kills Giardia lamblia; Giardia lamblia trophozoite viability; activity change, % at 7.66 µM, hits read low; hit rate 0.15% among 340,000; in the data active = activity change below about -80%; inconclusive = between about -30% and that limit;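 also: parasites exposed to compound for two days anaerobically before the ATP read; % is scaled to controls: 0 for no effect and ±100 for the full control effect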
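Luminescent ATP signal served as the viability read-out, measured 15-30 min after adding ATP detection reagent to trophozoites that had been incubated with compounds for 48 hrs at 37 deg C anaerobically at 100 cells/well.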
Tb PFK inh: T. brucei PFK enzyme inhibition | hit rate 0.17% among 330,000 | T. brucei PFK, ADP-Glo luminescence | Potency, µM (top dose mostly 57.5 µM), without a hit: at the top dose activity, negative = inhibition, usual class: inhibitors | AID 485367 | O15648;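 also: potency is read from the fitted curve at half-maximal effect; 0% = uninhibited 1x PFK enzyme wells and -100% = no-enzyme wells; nearly all actives have a fitted effect of over 60% in size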
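PFK 1.25 nM, F6P 0.5 mM, ATP 0.1 mM, 0.1 M TEA pH 8.0, 5 mM MgCl2, 0.01% Tween20, 0.1% BSA; 45 min RT. ADP-Glo readout. qHTS titration up to 57 uM; curves fitted, compounds curve-classed.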
A-T KAP1 phos: potential ataxia-telangiectasia treatments restoring KAP-1 phosphorylation; […] A-T fibroblasts, KAP-1 phosphorylation AlphaLISA; neocarzinostatin DNA damage 30 min before lysis; Potency, µM (top dose mostly 57.5 µM), for inactives: top-dose activation, hits mostly activators; hit rate 0.19% among 320,000; also: potency is read from the fitted curve at half-maximal effect; % of control where 0% means no effect; nearly all actives have a fitted effect of over 45% in size
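hTERT-immortalized A-T patient fibroblasts ([…]), 500 cells/well in OPTI-MEM, 1% FBS, got compounds for 60 min, then NCS for 30 min at 37C. Lysates were then assayed for phospho-KAP-1 by AlphaLISA (anti-pKAP1 donor, anti-KAP1 acceptor beads), 6 hr at 25C.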
KCNH2 WT inh: blocks the wildtype human KCNH2 potassium channel. Q12809. U2OS, BacMam KCNH2, thallium flux FluxOr; active compounds read low. activity change, % at 1.84 µM. hit rate 0.37% among 340,000. AID 720551;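 active = maximum activity change below -70%; inconclusive = maximum activity change between -70% and -50%; inactive = maximum activity change above -50%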; also: % is scaled to controls: 0 for no effect and ±100 for the full control effect
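U2OS cells transduced with wild-type KCNH2 virus are loaded with FluxOr dye for 45 min, and thallium flux is measured in kinetic reads before and after stimulation buffer. Rate constants are normalized to DMSO controls.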
BCR signal inh: inhibitors of chronic active B-cell receptor signaling. hit rate 0.05% among 340,000. ABC-DLBCL IkBa-CBG/CBR reporter, luminescence ratio, 4 h. Potency, µM (titrated, usually from 46.1 µM), inactives show at the top dose ratio change, negative = lower green/red ratio, actives largely listed as inhibitors; active = well fitted inhibition curve with a large enough effect in the signal ratio, with a control signal flat, not every such curve was filed as active; inconclusive = small, poorly fitted or top-dose-only effect, or effect the other way, or a change in a side signal; the % refers to the signal ratio;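 also: potency is read from the fitted curve at half-maximal effect; plate controls were basal doxycycline-induced cells for no effect and cells given 10 µM MG132 for full effect; MG132 reads +100%, hits lower the ratio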
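Cell line TMD8 (human ABC DLBCL), stably expressing tet-inducible CBG68-IkBa fusion and CBR; IMDM/0.5% FBS; cpd up to 46 uM; dox induction, 4 h, 37C/5% CO2; dual luminescence; green/red ratio; MG132 control.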
GALK inhibitor: inhibitors of human galactokinase. Purified GALK, Kinase-Glo residual ATP luminescence. P51570. hit rate 0.007% among 270,000. Potency, µM (series often up to 57.5 µM), without a hit: at the highest dose activity change, negative = inhibition, most hits filed as inhibitors; also: potency is read from the fitted curve at half-maximal effect; % is scaled to controls: 0 for no effect and ±100 for the full control effect
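Kinase-Glo Plus luminescence measured ATP left after a 1 h room-temperature reaction. The reaction used 5 nM GALK, 100 uM galactose and 35 uM ATP at pH 8.0 (20 mM HEPES, 5 mM MgCl2, 60 mM NaCl, 1 mM DTT, 0.01% BSA).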
TCR activator: T cell receptor activation; 330,000 tested, under 10 active; Potency, µM (top dose mostly 9.22 µM), without a hit: at the top dose activation of IL-2 secretion, usual class: activators; primary human leukocytes, anti-CD3, IL-2 HTRF, 48 h; also: % of control where 0% means no effect
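TCR engagement came from a-CD3 beads alone, with compounds added to primary human leukocytes for 48 hr. Secreted IL-2 bridged europium cryptate- and d2-labelled anti-IL-2 antibodies, giving FRET emission at 665nm after 320nm excitation.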
TSHR antag: blocks TSH signaling through the human TSH receptor; P16473; TSHR-expressing cells, TSH-stimulated cAMP HTRF, 2 h; active compounds read low; activity change, negative = inhibition, % at 11.5 µM; hit rate 0.2% among 330,000; AID 504810;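 active = activity change below a set negative limit, meaning inhibition stronger than a set level, cut at about -70% in these data; inconclusive = activity change between two set negative limits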; also: % is scaled to controls: 0 for no effect and ±100 for the full control effect
Target sequence (P16473 whole entry, looked up): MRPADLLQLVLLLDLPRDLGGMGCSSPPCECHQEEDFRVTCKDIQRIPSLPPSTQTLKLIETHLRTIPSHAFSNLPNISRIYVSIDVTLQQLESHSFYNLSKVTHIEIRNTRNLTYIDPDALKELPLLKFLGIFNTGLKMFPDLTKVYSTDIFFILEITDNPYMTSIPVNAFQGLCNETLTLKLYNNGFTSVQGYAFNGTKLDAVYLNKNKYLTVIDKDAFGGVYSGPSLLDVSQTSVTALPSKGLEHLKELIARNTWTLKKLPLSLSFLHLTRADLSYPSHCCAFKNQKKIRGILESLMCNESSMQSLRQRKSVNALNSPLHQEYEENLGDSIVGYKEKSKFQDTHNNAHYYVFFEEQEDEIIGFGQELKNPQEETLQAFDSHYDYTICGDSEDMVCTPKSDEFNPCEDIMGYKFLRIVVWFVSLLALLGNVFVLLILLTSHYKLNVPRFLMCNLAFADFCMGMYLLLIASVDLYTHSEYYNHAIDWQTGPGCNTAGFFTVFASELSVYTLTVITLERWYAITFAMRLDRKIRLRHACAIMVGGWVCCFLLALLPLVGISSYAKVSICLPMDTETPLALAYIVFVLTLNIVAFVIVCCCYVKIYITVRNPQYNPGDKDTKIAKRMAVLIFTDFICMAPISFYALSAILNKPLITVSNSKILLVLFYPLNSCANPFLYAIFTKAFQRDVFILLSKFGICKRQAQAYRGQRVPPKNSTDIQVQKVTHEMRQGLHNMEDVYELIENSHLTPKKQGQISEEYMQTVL
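TSHR-expressing cells, 200/well, pre-treated with compound, then stimulated with EC80 TSH (4nM final) for 2 hours at 37 deg C. cAMP measured by competitive HTRF: anti-cAMP cryptate antibody in lysis buffer plus cAMP-d2, read after 30 minutes at room temperature.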
Coupling enz: inhibits coupling enzyme system, counter-screen for aldolase hits. hit rate 0.67% among 290,000. coupling enzyme system counterscreen, AmpLite Red fluorescence. activity change, negative = inhibition, % at 58.2 µM, hits read low; in the data active = activity change below about -30%; also: % is scaled to controls: 0 for no effect and ±100 for the full control effect
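Final compound at 57.5 uM, incubated 10 min at RT with coupling enzyme reagent (glyceraldehyde-3-phosphate), then 20 min with substrate and AmpLite Red detection. Fluorescence read at 525/598 nm; tests interference with the coupling assay, not aldolase inhibition.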
MLL CXXC-DNA inh: MLL CXXC-DNA interaction inhibition; Q03164; MLL-CXXC / FITC-HOXA9 DNA fluorescence polarization; Potency, µM (top dose mostly 115 µM), without a hit: at the top dose activity change, negative = inhibition, most hits filed as inhibitors; hit rate 0.037% among 290,000; active = well fitted inhibition curve with a large enough effect in the polarisation, with a control signal flat, not every such curve was filed as active; inconclusive = small, poorly fitted or top-dose-only effect, or effect the other way, or a change in a side signal; inactive = no such curve, though single readings can be large or run the other way; the % refers to the polarisation; also: potency is read from the fitted curve at half-maximal effect
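Steps: dispense CXXC domain solution (7 uM) → pin compounds or unlabeled HOX-A9 DNA control → 5 min ambient → add FLSN-HOX-A9 solution (50 nM) → spin → 30 min ambient → fluorescence polarization. Tris pH 7.5/NaCl/DTT/BSA buffer.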
* marks the source's active call; other numbers are inactive results; i = inactive; u = inconclusive; x = not tested or not shown; [ ] = remark or other dose. Unless noted, calls follow the shape of the dose curve; as a rule, active = well fitted curve in the direction sought with a large enough effect; inconclusive = small, poorly fitted or top-dose-only effect, or another doubt; inactive = no such curve, though single readings can be large; an effect the other way counts as inactive or inconclusive.

A first look, 2 compounds:
[1] CC(/C=C/c1ccccc1)=N\NC(=O)CNC(=O)c1ccccc1Cl
[2] O=C(NCC1CCN(S(=O)(=O)c2ccccc2)CC1)Nc1ccc(F)cc1
Compound	1	2
Coupling enz	2	-1
Tb PFK inh	-2%	-7%
GALK inhibitor	2%	x
A-T KAP1 phos	-2%	5%
Giardia killer	7	4
MLL CXXC-DNA inh	-4%	1%
TSHR antag	5	-7
BCR signal inh	u	12%
TCR activator	-2%[46.1 µM]	-4%
KCNH2 WT inh	7	-1

The listing (from the top)
[1] CC(/C=C/c1ccccc1)=N\NC(=O)CNC(=O)c1ccccc1Cl
[2] O=C(NCC1CCN(S(=O)(=O)c2ccccc2)CC1)Nc1ccc(F)cc1
[3] O=C(CSc1nc2ccccc2c(=O)n1-c1ccc(F)cc1)Nc1ccc(Cl)c(S(=O)(=O)N2CCOCC2)c1
[4] Cc1[nH]n(-c2ccccc2)c(=O)c1C(c1cccc([N+](=O)[O-])c1)c1c(C)[nH]n(-c2ccccc2)c1=O
[5] COc1ccccc1OCCCCN1CCN(c2ccccc2OC)CC1
[6] Cc1cccc(C)c1NC(=O)C1CCCN1S(=O)(=O)c1ccc(-c2ccc(=O)[nH]n2)s1 (stereo not given)
Compound	1	2	3	4	5	6
Coupling enz	2	-1	1	-15	-5	3
Tb PFK inh	-2%	-7%	-1%	29%	-15%	-2%
GALK inhibitor	2%	x	x	1%	-1%	0%
A-T KAP1 phos	-2%	5%	4%	5%	-9%	5%
Giardia killer	7	4	-19	2	-11	12
MLL CXXC-DNA inh	-4%	1%	3%	1%	-15%	31%[activator]
TSHR antag	5	-7	-1	7	24	-14
BCR signal inh	u	12%	2%	-1%	-8%	-3%
TCR activator	-2%[46.1 µM]	-4%	1%	-1%[46.1 µM]	1%	-5%
KCNH2 WT inh	7	-1	u	1	27	3

[7] CCCC[C@]12Cc3cc(C#N)ccc3C(O1)c1c(cc(C)n(-c3ccccc3)c1=O)O2
[8] Cc1nn(C)c(C)c1S(=O)(=O)N1CCCC(C(=O)N2CCN(c3ccccc3)CC2)C1 (stereo not given)
[9] COc1cc(/C=C/C(=O)OCC(=O)c2ccc(OC(F)F)cc2)ccc1O
[10] O=C(COc1ccccc1)N1CCN(C(=O)c2ccccc2F)CC1
[11] O=C(Nc1ccc(F)cc1)C1(S(=O)(=O)c2ccc(Cl)cc2)CC1
[12] COc1cccc(C(=O)Nc2ccc(NC(=O)c3ccco3)cn2)c1
Compound	7	8	9	10	11	12
Coupling enz	-3	4	x	-2	0	-3
Tb PFK inh	2%[11.5 µM]	1%	0%	-7%	-1%	2%
GALK inhibitor	x	2%	x	1%	0%	0%
A-T KAP1 phos	18%[11.5 µM]	-1%	16%	10%	-6%	6%
Giardia killer	x	2	-8	-4	0	6
MLL CXXC-DNA inh	-4%[23 µM]	6%	x	-2%	3%	6%
TSHR antag	x	-8	-13	2	10	25
BCR signal inh	2%[9.22 µM]	1%	3%	-5%	3%	u
TCR activator	x	-1%	-7%[46.1 µM]	8%	2%	-8%
KCNH2 WT inh	x	17	6	-9	-3	10

[13] CCOC(=O)N1CCC(NC(=O)c2ccc(CS(=O)c3cccc(C)c3)o2)CC1 (stereo not given)
[14] O=C(CCc1nnc(C2(c3ccc(Cl)cc3)CCC2)o1)NCCCn1cccn1
[15] COCCCN1C(=O)C(O)=C(C(=O)c2ccc(C)o2)C1c1cccc(Br)c1 (stereo not given)
[16] COc1ccc(N(C(=O)Cn2nnc(-c3ccc(Cl)cc3)n2)C(C(=O)NCC2CCCO2)c2ccncc2)cc1 (stereo not given)
[17] COc1ccc(C2=NN(C(=O)CSc3nc(=O)n4cc(C)ccc4n3)C(c3ccc(C)cc3)C2)cc1 (stereo not given)
[18] COc1cc(C(C)=O)ccc1OCC(=O)Nc1ccc(Cl)c(S(=O)(=O)N2CCOCC2)c1
Compound	13	14	15	16	17	18
Coupling enz	x	2	-10	-5	x	x
Tb PFK inh	-6%	0%	-15%	-1%	-1%	5%
GALK inhibitor	-4%	6%	-3%	1%	x	x
A-T KAP1 phos	-9%	5%	2%	0%	4%	9%
Giardia killer	1	-11	10	10	-13	-10
MLL CXXC-DNA inh	-3%	-11%	-12%	3%	x	x
TSHR antag	6	2	11	-4	1	u
BCR signal inh	-4%	0%	4%	u	14%	u
TCR activator	-2%	-10%	-24%	3%	0%	8%
KCNH2 WT inh	-5	0	-5	-9	-2	0

[19] CCN1CCN(Cc2ccc(NC(=O)Nc3ccc(OC)cc3)cc2)CC1
[20] O=C(CC1C(=O)NCCN1C/C=C/c1ccccc1)NCCc1cnccn1 (stereo not given)
[21] O=C1CC(NC(=O)C(F)(F)F)c2cc3c(cc21)OCO3 (stereo not given)
[22] Cc1ccc(C(=O)N2CCN(c3cnn(C)c(=O)c3Cl)CC2)cc1
[23] c1ccc(CSc2nnc3ccc(-c4ccncc4)nn23)cc1
[24] CN(Cc1ccccc1)c1nc2c(c(=O)[nH]c(=O)n2C)n1Cc1ccccc1Cl
Compound	19	20	21	22	23	24
Coupling enz	5	x	0	1	0	1
Tb PFK inh	1%	2%	0%	1%	2%	1%
GALK inhibitor	3%	-3%	6%	1%	0%	-3%
A-T KAP1 phos	12%	-2%	-2%	5%	1%	-12%
Giardia killer	-1	7	4	-11	-4	10
MLL CXXC-DNA inh	-4%	18%	0%	20%	0%	8%
TSHR antag	14	1	7	0	-5	-5
BCR signal inh	0%	-5%	-4%	2%	-11%	u
TCR activator	-5%	3%	-3%	0%	1%	-1%
KCNH2 WT inh	2	0	0	i	-1	-6

[25] CCOC(=O)C1CCN(C/C=C/c2ccccc2[N+](=O)[O-])CC1
[26] CC(C)CCOP(=O)(c1ccccc1)c1ccccc1
[27] O=C(NC1CCCCC1)N1CCc2[nH]c3ccccc3c2C1
[28] CN(CC(=O)Nc1ccc(N2CCOCC2)cc1)C(=O)c1cc(S(=O)(=O)N(C)C)ccc1Cl
[29] O=C1NC(=O)/C(=C\c2ccc(Sc3ccc(Cl)cc3)o2)N1
[30] O=S(=O)(c1ccc(Cl)cc1Cl)n1ccc2cccnc21
Compound	25	26	27	28	29	30
Coupling enz	0	-1	-15	x	1	-5
Tb PFK inh	2%	2%	-7%	2%	-22%	-5%
GALK inhibitor	3%	0%	3%	4%	0%	-1%
A-T KAP1 phos	7%	15%	u	4%	1%	7%
Giardia killer	7	-1	-10	-5	3	14
MLL CXXC-DNA inh	-6%	-29%	1%	-3%	8%	4%
TSHR antag	1	-3	33	-3	-10	-39
BCR signal inh	0%	-1%	u	-1%	1%	4%
TCR activator	x	4%[46.1 µM]	1%	-5%	-1%	-1%
KCNH2 WT inh	33	-19	4	2	-9	2

[31] O=C(c1ccco1)N1CCN(C2CCCC2)CC1
[32] N#CC1(Nc2cccc(Br)c2)C(=O)Nc2ccccc21 (stereo not given)
[33] O=C(Nc1ccccc1Cl)c1ccc(S(=O)(=O)N2CCOCC2)cc1
[34] Cc1ccc(C(=O)NC2CCCCC2)cc1
[35] CC(C)(C)c1ccc(-c2nnc(N)o2)cc1
[36] COc1ccc(NC(=O)Nc2cc(C)ccc2OC)cc1
[37] CC(C)[C@H](NC(=O)N1c2ccccc2NC(=O)[C@@H]1C(C)C)C(=O)N[C@H](C(=O)O)c1ccccc1
[38] COc1ccc(N=Nc2cc(C)c(O)c(CN3CCCCC3)c2)cc1
Compound	31	32	33	34	35	36	37	38
Coupling enz	1	-29	7	x	2	0	0	-2
Tb PFK inh	2%	-15%	0%	-2%	0%	-2%	1%	12%
GALK inhibitor	0%	-1%	-2%	-4%	x	0%	x	x
A-T KAP1 phos	4%	0%	0%	7%	1%	x	5%	1%
Giardia killer	9	-3	8	u	-11	-2	5	8
MLL CXXC-DNA inh	-2%	0%	-9%	3%	-3%	-1%	-1%	0%
TSHR antag	1	-3	5	-14	7	4	-9	1
BCR signal inh	0%	u	-1%	u	-1%	u	-2%	u
TCR activator	-2%	-2%	2%[46.1 µM]	1%	7%	1%	-3%	-1%
KCNH2 WT inh	12	-1	11	-48	3	0	-4	2
